From PubChem BioAssay
CRFBP-R2 block: antagonists of CRF-BP/CRF-R2 complex, primary screen, cell-based, HEK293, calcium dye fluorescence, uHTS; inhibition, % at 11.8 µM; 0.59% of 350,000 active; AID 588475, 2011; CRF-induced calcium fluorescence;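 active = inhibition of the ligand-induced calcium signal above about 50% at the single tested concentration, limit read from the data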
MEKK3 PB1 HTS: modulators of MEKK3-MEK5 PB1 binding, primary screen, biochemical, wildtype MEKK3, multiplex bead flow cytometry, Alexa488-MEK5; 1.4% of 290,000 active; bead-based flow cytometry, Alexa488-MEK5 binding to MEKK3; actives lie on both sides; 0 = blocked by unlabeled MEK5, 100 = vehicle; AID 1529, 2009; binding response (% of control), % at 10 µM; Mitogen-activated protein kinase kinase kinase 3 (Homo sapiens), Q99759;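 active = binding response more than 3 SD above or below the average of its plate-row segment, actives on both sides; inconclusive = wells at one plate position flagged as instrument error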;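 note: Alexa488 bead fluorescence after subtracting the streptavidin-only scavenger bead signal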
Target sequence (Q99759 whole entry, looked up): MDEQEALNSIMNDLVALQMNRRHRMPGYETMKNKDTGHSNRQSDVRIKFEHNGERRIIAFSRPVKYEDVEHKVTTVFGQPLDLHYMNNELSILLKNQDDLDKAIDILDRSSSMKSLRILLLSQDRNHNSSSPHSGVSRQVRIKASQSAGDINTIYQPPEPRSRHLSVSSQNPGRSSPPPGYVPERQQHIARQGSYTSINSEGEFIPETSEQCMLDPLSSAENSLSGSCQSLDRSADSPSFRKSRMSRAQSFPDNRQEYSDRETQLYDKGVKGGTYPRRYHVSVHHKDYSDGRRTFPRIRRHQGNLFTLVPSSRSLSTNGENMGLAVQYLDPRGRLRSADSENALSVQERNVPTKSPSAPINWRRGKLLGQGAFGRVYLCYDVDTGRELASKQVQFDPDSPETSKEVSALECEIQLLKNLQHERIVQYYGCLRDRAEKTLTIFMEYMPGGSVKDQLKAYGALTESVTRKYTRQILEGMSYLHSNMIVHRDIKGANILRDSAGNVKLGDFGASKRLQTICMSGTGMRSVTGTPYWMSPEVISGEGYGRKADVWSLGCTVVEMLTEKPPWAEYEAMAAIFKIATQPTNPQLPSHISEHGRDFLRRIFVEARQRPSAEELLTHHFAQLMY
MEKK2mut PB1 HTS: MEK5 binding signal on mutant MEKK2 PB1, primary screen, biochemical, multiplex bead flow cytometry, Alexa488-MEK5. 0.35% of 290,000 active. percent response, % at 10 µM. Alexa488-MEK5 binding to MEKK2 mutant. AID 1530, 2009; in the data active = percent response above about 24%, passing the limit was not always enough; note: inactives centre near 1; some results filed as inactive read as strong as hits; reference of the scale not given here
CRFBP-R2 agonist: agonists of CRF-BP/CRF-R2 complex, primary screen, cell-based, HEK293, calcium dye fluorescence, uHTS; calcium dye fluorescence (FLIPR); percent of saturating CRF peptide response; activation, % at 13.2 µM; 0.46% of 350,000 active; AID 588473, 2011;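 active = activation of at least 50%, plus an integration ratio under a set limit after plate pattern correction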;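 note: plate controls were neutral control wells without compound for no effect and CRF at EC100 for full effect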
FID counter: compounds displacing fluorescent DNA intercalator, primary screen, artefact control for HCV NS3 helicase inhibitor project, biochemical, FID fluorescence; DNA fluorescent intercalator displacement; inhibition, % at 7.9 µM; 0.17% of 290,000 active; in the data active = inhibition above about 37%;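 note: 0% = vehicle and 100% = reference compound; higher means more ethidium bromide displaced from hairpin DNA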
UBC9 SUMO inh: inhibitors of in vitro SUMOylation cascade, primary screen, biochemical, HTRF, uHTS. SUMO-conjugating enzyme UBC9 (Homo sapiens), P63279. HTRF SUMOylation assay, SAE1/SAE2 + UBC9. inhibition, % at 35 µM. 0.36% of 290,000 active; in the data active = inhibition above about 50%, passing the limit was not always enough; inconclusive = no clear call, values can overlap the other calls; note: strong numbers were not always called active
HCV NS3 hel inh: inhibitors of HCV NS3 helicase, primary screen, biochemical, Cy5 molecular beacon fluorescence; 0.56% of 290,000 active; inhibition, % at 10.9 µM; NS3 helicase DNA unwinding; Hepatitis C virus NS3 helicase;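 active = inhibition above the mean of all tested compounds plus 3 SD, set per campaign, cut at about 35% in these data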;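 note: 0% = DMSO wells and 100% = thioflavine S control wells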
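Assay system: hepatitis C virus NS3 helicase domain fragment enzyme. Also added: annealed dual-labelled DNA beacon duplex, ATP-started. Timing: 1 h reaction at 25 °C, ATP-initiated. Technique: Cy5 fluorescence at 0 and 60 min, beacon hairpin quenching. Evaluation: % inhibition of unwinding. Replication: one well per compound.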
MEKK2 WT-MEK5: modulators of MEK5 binding to wildtype MEKK2, primary screen, biochemical, multiplex bead flow cytometry, Alexa488-MEK5 | binding response (% of control), % at 10 µM | 1.1% of 290,000 active | Alexa488-MEK5 binding to MEKK2 WT; actives lie on both sides | Mitogen-activated protein kinase kinase kinase 2 (Homo sapiens), Q9Y2U5; in the data active = binding response below about 67% or above about 130%; inconclusive = no clear call, values can overlap the other calls; inactive = in between
GalR3 antag: GalR3 antagonists in HEK293 cells, primary screen, cell-based, fluorescence readout. inhibition, % at 3 µM. AID 651719, 2012. Galanin receptor type 3 (Homo sapiens), O60755. 0.44% of 360,000 active. HEK293 GalR3-CNG cAMP membrane potential fluorescence; galR3 body fused to GalR1 C-terminus;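 active = inhibition above the screen-wide average plus 3 SD, cut at about 13% in these data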;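 note: forskolin and galanin both at EC90 stimulate the cells; cAMP rise reported by CNG channel membrane potential dye signal; 0% = forskolin plus galanin with DMSO and 100% = forskolin alone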
Target sequence (O60755 1-299 limits assumed): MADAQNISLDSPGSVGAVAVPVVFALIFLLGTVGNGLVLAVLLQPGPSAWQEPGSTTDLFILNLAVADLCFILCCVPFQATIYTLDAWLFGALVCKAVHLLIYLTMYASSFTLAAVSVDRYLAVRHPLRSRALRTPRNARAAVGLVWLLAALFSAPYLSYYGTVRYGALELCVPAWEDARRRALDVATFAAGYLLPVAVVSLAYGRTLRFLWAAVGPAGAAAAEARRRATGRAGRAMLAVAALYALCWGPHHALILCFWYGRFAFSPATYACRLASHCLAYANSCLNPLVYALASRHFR
The depositor's hits bear a star; u = inconclusive; x = no result given. Only part of the results is shown; the hit share may differ from the screen's.

structure	CRFBP-R2 block	MEKK3 PB1 HTS	MEKK2mut PB1 HTS	CRFBP-R2 agonist	FID counter	UBC9 SUMO inh	HCV NS3 hel inh	MEKK2 WT-MEK5	GalR3 antag
CC(Oc1ccccc1)C(=O)N1CCN=C1SCc1ccccc1 (stereo unspecified)	-6	100	9	3.0	-10	-10	-2	98	-3
CCCc1c(O)nc(SC2CC(=O)N(c3cc(OC)ccc3OC)C2=O)[nH]c1=O (stereo unspecified)	12	102	0	-1.0	0	5	-2	92	-4
CCN(CC)c1ccc(/C=C/C(=O)c2cccnc2)cc1	-12	89	-7	2.3	-2	11	7	90	-1
O=C(C[n+]1cc(-c2ccccc2)n2c1CCCCC2)c1ccc(Cl)cc1	-5	102	25	1.6	29	6	-68	142*	1
NC1=NS(=O)(=O)NC1c1cccc(Cl)c1 (stereo unspecified)	-11	104	8	1.0	-3	22	14	107	-3
COc1ccccc1-c1nnc(SCCN2CCOCC2)n1-c1ccc(C)cc1	4	98	-2	-0.3	-20	0	5	92	-4
COc1ccc2oc(=O)c(-c3nnc(N)s3)cc2c1	-23	100	-1	12	7	u	-3	98	-4
CN(C)c1nc(N2CCN(c3ccccc3)CC2)c(C#N)c(=O)o1	38	99	6	-0.6	-6	2	-5	96	1
CN(c1ccccc1)S(=O)(=O)c1cccc(NC(=O)CSc2ncc(C(F)(F)F)cc2Cl)c1	14	90	-4	0.7	-14	-38	8	93	0
COC(=O)c1cccc(N(C(=O)CNC(=O)c2ccco2)C(C(=O)NC2CCCC2)c2ccco2)c1 (stereo unspecified)	17	105	4	1.1	-26	8	0	110	7
O=C(CN1C(=O)CSc2cc(S(=O)(=O)N3CCCCCC3)ccc21)NCCc1ccccc1	4	104	0	0.7	-39	1	5	98	-13
COC(=O)Cc1c[nH]c2cccc(OCC(O)CN(Cc3ccccc3)C(C)C)c12 (stereo unspecified)	5	103	4	-0.7	-3	4	-2	109	-10

2 entries from above, with values under each structure.
Every second line gives: CRFBP-R2 block, MEKK3 PB1 HTS, MEKK2mut PB1 HTS, CRFBP-R2 agonist, FID counter, UBC9 SUMO inh, HCV NS3 hel inh, MEKK2 WT-MEK5, GalR3 antag
> COc1ccccc1-c1nnc(SCCN2CCOCC2)n1-c1ccc(C)cc1
  4, 98, -2, -0.3, -20, 0, 5, 92, -4
> CN(C)c1nc(N2CCN(c3ccccc3)CC2)c(C#N)c(=O)o1
  38, 99, 6, -0.6, -6, 2, -5, 96, 1

Next section.
structure	CRFBP-R2 block	MEKK3 PB1 HTS	MEKK2mut PB1 HTS	CRFBP-R2 agonist	FID counter	UBC9 SUMO inh	HCV NS3 hel inh	MEKK2 WT-MEK5	GalR3 antag
CC1CN(C(=O)N2CCOCC2)CCN1C(=O)N1CCOCC1 (stereo unspecified)	10	98	-15	-2.4	1	21	6	86	2
CC(C)NC(=O)NC(=O)CN1C(=O)NC(Cc2c[nH]c3ccccc23)C1=O (stereo unspecified)	0	61	-13	-0.3	-5	2	6	67	-5
CC(C)=CCN1CCN(Cc2cc(C(C)C)n[nH]2)CC1CCO (stereo unspecified)	-9	100	-8	-0.9	3	0	7	98	-6
CS(=O)(=O)Nc1ccc(C(=O)NCc2ccccn2)cc1	-14	102	7	3.8	1	8	2	105	-1
COCCCNC(=O)C(=O)N/N=C/c1cc2c(cc1Br)OCO2	11	100	0	0.1	-6	30	5	99	2
COc1ccc(Br)cc1C1Nc2ccccc2C(=O)N1NC(=O)c1ccncc1 (stereo unspecified)	0	99	2	0.7	-1	18	1	96	-2
COc1ccc(CCNC(=O)CCNC(=O)c2ccc([N+](=O)[O-])cc2)cc1	17	103	2	-2.8	-7	7	0	109	-10
O=C(Nc1nnc(SCc2ccccn2)s1)C1CC(=O)N(c2ccccc2)C1 (stereo unspecified)	10	96	6	-0.1	-33	5	8	96	8
COc1cccc(N2CCN(C(=O)/C=C/c3ccco3)CC2)c1	-3	90	-10	1.0	-17	4	13	91	-2
Cc1ccc(NC(=O)C(OC(=O)c2cnc(C)cn2)c2ccccc2)c([N+](=O)[O-])c1 (stereo unspecified)	13	99	6	-0.6	-27	4	10	100	2
O=C(Cn1cnc2ccccc21)OCC(=O)N1CCCc2ccccc21	6	x	x	0.2	-19	13	0	x	-3
O=C(NC1CCCCC1)N1CCN(c2ccccc2)CC1	1	97	-1	-1.0	-16	-25	10	98	-2
Cc1cc(C)c(S(=O)(=O)N2CCN(CCN3C(=O)c4cccc5cccc(c45)C3=O)CC2)cc1[N+](=O)[O-]	x	97	3	x	2	9	-2	98	x
CCCCn1c(=S)[nH]c2cc(S(=O)(=O)N3CCCCC3)ccc21	-28	x	x	0.1	-25	12	1	x	-5
Cc1csc(SCCn2c(Br)nc3c2c(=O)[nH]c(=O)n3C)n1	3	107	5	-1.8	1	16	0	101	-7
O=C(CC1SC(=Nc2ccccc2)N(CCCO)C1=O)Nc1ccc(Cl)cc1 (stereo unspecified)	0	104	-2	2.9	-16	-12	-21	111	x
Cc1ccc(-n2nc3c(c2NC(=O)c2ccc4c(c2)OCO4)CS(=O)(=O)C3)cc1C	-12	101	3	-0.4	-32	-2	0	102	-4
CC1CCCC(C)N1C(=O)CSc1nnnn1C1CCCC1 (stereo unspecified)	-7	101	-3	0.7	-18	2	1	100	-7
CCOC(=O)c1cn(CC)c2cc(N3CCOCC3)c(F)cc2c1=O	15	106	3	-2.5	4	9	4	108	-2
CSc1ccccc1NC(=O)CN1CC(C)OC(C)C1 (stereo unspecified)	-8	133*	3	0.7	-10	-5	-12	114	-3
CC(=O)Oc1ccc(C(=O)[C@H]2[C@H]3C(=O)N(c4ccccc4)C(=O)[C@H]3[C@@H]3C=CC=NN32)cc1	16	105	-1	-0.5	-6	9	2	97	3
Cc1cc(C)c(C(=O)Nn2c(C)nc3ccccc3c2=O)cc1C	-13	98	3	-3.8	-8	-3	-4	104	-12
Cc1ccc(CNC(=O)CN2C(=O)C3(OCCCO3)c3ccccc32)cc1	-2	104	8	1.3	-10	8	1	108	x
CCC12CN(C(=O)c3ccc([N+](=O)[O-])cc3)CC(CC)(CN(C(=O)c3ccc([N+](=O)[O-])cc3)C1)C2=O	0	100	1	-1.1	-1	30	-2	93	-8
Cc1ccc(NS(=O)(=O)c2ccc3c(c2)n(C)c(=O)n3C)cc1C	11	109	12	-4.5	-20	11	14	108	2
O=c1cnnc(Nc2cccc(F)c2)[nH]1	-3	106	-43	6.4	6	4	-14	100	-9
c1ccc(C2OC3c4cccc5cccc(c45)C3N2c2ccccc2)cc1 (stereo unspecified)	-12	114	-1	6.8	-4	-12	1	100	-6
COc1ccc(/C(N)=N/OC(=O)CN(C)S(=O)(=O)c2ccc(C)cc2)cc1	-30	100	3	1.4	-9	10	8	100	-7
COc1ccc(NC(=O)c2ccccc2NC(=O)CSc2ccccc2)cc1	-7	103	13	-1.7	-11	24	1	104	-1
CCOc1ccc(-n2c(Cc3cc(=O)[nH]c(=O)[nH]3)nnc2SCC(=O)OC)cc1	11	97	1	1.1	-9	2	12	95	4
CCCC(C(=O)NC1CCCC1)N(Cc1ccccc1)C(=O)c1snc(C(N)=O)c1N (stereo unspecified)	17	105	8	-1.8	-29	24	3	99	-7
CCCC(=O)Nc1ccc(C(=O)NCCc2ccc(F)cc2)cc1	6	96	5	-0.6	-6	5	-5	96	-1
CC(=O)OCC1OC(Sc2cccc3cccnc23)C(OC(C)=O)C(OC(C)=O)C1OC(C)=O (stereo unspecified)	46	103	0	0.2	-31	18	0	102	4
Cc1cc2c(cc1C)N(Cc1ccccc1)C1=NCCCN12	-11	72	-9	4.2	14	9	-14	95	-9
CCCc1cc(C(=O)NC2CCCN(Cc3ccccc3F)C2)no1 (stereo unspecified)	-1	102	1	-0.2	-10	14	3	100	0
Cc1cc(C)c(C)c(Cn2c(CO)nc3ccccc32)c1C	15	103	-2	-0.8	-23	-9	-6	98	-3

Some of the entries above in another layout:
Under each structure – CRFBP-R2 block, MEKK3 PB1 HTS, MEKK2mut PB1 HTS, CRFBP-R2 agonist, FID counter, UBC9 SUMO inh, HCV NS3 hel inh, MEKK2 WT-MEK5, GalR3 antag
CCCC(C(=O)NC1CCCC1)N(Cc1ccccc1)C(=O)c1snc(C(N)=O)c1N (stereo unspecified)
    17, 105, 8, -1.8, -29, 24, 3, 99, -7
CCCC(=O)Nc1ccc(C(=O)NCCc2ccc(F)cc2)cc1
    6, 96, 5, -0.6, -6, 5, -5, 96, -1
CC(=O)OCC1OC(Sc2cccc3cccnc23)C(OC(C)=O)C(OC(C)=O)C1OC(C)=O (stereo unspecified)
    46, 103, 0, 0.2, -31, 18, 0, 102, 4
Cc1cc2c(cc1C)N(Cc1ccccc1)C1=NCCCN12
    -11, 72, -9, 4.2, 14, 9, -14, 95, -9
CCCc1cc(C(=O)NC2CCCN(Cc3ccccc3F)C2)no1 (stereo unspecified)
    -1, 102, 1, -0.2, -10, 14, 3, 100, 0

Additional records.
structure	CRFBP-R2 block	MEKK3 PB1 HTS	MEKK2mut PB1 HTS	CRFBP-R2 agonist	FID counter	UBC9 SUMO inh	HCV NS3 hel inh	MEKK2 WT-MEK5	GalR3 antag
COc1ccc(C2=NN(c3ccccc3)C(c3cn(CCC(=O)O)nc3-c3ccccc3)C2)cc1 (stereo unspecified)	-1	102	-1	-0.1	-12	40	-34	98	-4
O=C1NC(=O)C(c2ccc(Cl)cc2)N1 (stereo unspecified)	2	110	3	2.3	1	10	2	111	-9
Nc1ccc(S(=O)(=O)Nc2ccc(C(=O)c3ccccc3)cc2)cc1	5	104	1	0.7	-1	-1	-5	106	-12
CN1C(=O)c2ccc(NC(=O)c3cccc4ccccc34)cc2C1=O	3	102	2	0.0	-6	10	2	103	-7
O=C(Nc1ccc(F)cc1F)c1ccc(-n2cccn2)nc1	-5	97	-5	0.0	-3	13	0	94	-6
CCCCNC(=O)CSc1nc2cc3c(cc2c(=O)n1CCCN(CC)CC)OCO3	13	101	2	-1.9	8	6	1	100	1
O=C(COc1ncnc2ccccc12)Nc1cc([N+](=O)[O-])ccc1Cl	18	107	-4	0.1	3	32	-2	102	-6
COc1cc(/C=N/NC(=O)c2cc(-c3cccs3)nc3ccccc23)ccc1O	0	104	-3	-2.5	-14	-6	-17	93	2
